Bioassay records: PubChem BioAssay, National Center for Advancing Translational Sciences (NCATS)
ERK EGF inh: blocks ERK signaling stimulated by EGF; HEK293-V1b, EGF-stimulated phospho-ERK AlphaScreen; Potency, µM (top dose mostly 11.5 µM), without a hit: at the highest dose activity change, negative = inhibition, hits mostly inhibitors; hit rate 0.41% among 130,000; active = well fitted inhibition curve with a large enough effect; inconclusive = small, poorly fitted or top-dose-only effect, or effect the other way;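 also: plate controls were stimulated vehicle wells for no effect and unstimulated vehicle basal for full effect; nearly all actives have a fitted effect of over 55% in size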
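In this qHTS, HEK293 cells with stable type-1 vasopressin (V1b) receptor were exposed to compound at 37C for 30 min, stimulated 5 min with EGF at 25 nM, lysed, and probed for phospho-ERK by AlphaScreen.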
The depositor's hits bear a star; ? = inconclusive; [ ] = another dose, or the depositor's remark. Potency is read from the fitted curve at half-maximal effect.

SMILES	ERK EGF inh
Cn1c(N)c(C(=O)COC(=O)c2ccc([N+](=O)[O-])o2)c(=O)n(C)c1=O	-5%[57.5 µM]
CCOC(=O)C1=C(O)C(=O)NC(c2ccccc2)=C(OC2CCCCC2)C1	-1%
CCC(C)(C)c1ccc(Oc2ccc(N)cc2)cc1	4%
CSc1cccc(NC(=S)Nc2ccc(F)cc2)c1	-3%[57.5 µM]
COc1cccc(-n2cnc3sc(C)cc3c2=O)c1	-2%
O=C(c1ccc(O)cc1)c1ccc(O)cc1O	1%[57.5 µM]
Cc1ccc(S(=O)(=O)N2CCN(C(=O)c3ccccn3)CC2)c(C)c1	16%
C=C1CCN(C(Cc2ccccc2)C(=O)OC)S(=O)(=O)c2ccc(F)cc21 (configuration not stated)	-2%[57.5 µM]
O=C(COc1ccc(/C=N/NC(=O)c2ccc(O)cc2)cc1)Nc1cccc([N+](=O)[O-])c1	0%
CCOC(=O)N/N=C/c1ccc(N(CC)CC)cc1O	6%
Cc1cccc(NC(=O)CSc2nnc(C)c(=O)n2N)c1C	14%
CCN(C(=O)COC(=O)CNS(=O)(=O)c1ccccc1)c1ccccc1	15%
CCCC(=O)NCCc1cc2cc(C)c(C)cc2[nH]c1=O	4%
O=C(N/N=C/c1ccccn1)c1c[nH]c2ccccc12	-5%[57.5 µM]
COc1ccc(OC)c(NC(=O)N2CCCC(CNS(=O)(=O)c3cccs3)C2)c1 (configuration not stated)	-1%
COc1ccc(C2CC(O)(c3ccccc3)Oc3cc(OC)cc(OC)c32)cc1 (configuration not stated)	-9%[57.5 µM]
CC(C)(C)C(=O)Nc1cccc(OC(F)(F)C(F)Cl)c1 (configuration not stated)	-2%[57.5 µM]
CCCCC(CC)CNC(=O)c1ncn[nH]1 (configuration not stated)	0%
Cc1ccc(Cl)c(OC(=O)c2ccc(N3CCOCC3)c([N+](=O)[O-])c2)c1	0%
C/C(=N\NC(=O)c1cc(C)nc2ccccc12)c1ccco1	-2%
COC(=O)CCCC1=CC2=CC(=O)C(C)(OC(=O)c3cccs3)C(=O)C2=CN1CCCOC(C)C (configuration not stated)	-5%[57.5 µM]
CC1=C/C(=C/N(C)C)C(=O)O1	-2%
CCc1ccc(Nc2nnc(SC3CCOC3=O)s2)cc1 (configuration not stated)	-1%
CC(C)(C)c1ccc(O)c(N=Cc2cc(Br)ccc2O)c1	-5%
CSc1nc2cc(S(=O)(=O)N3CCCCC3)ccc2s1	3%[57.5 µM]

Exported with the structure last: part of the list above.
ERK EGF inh | Molecule
-5%[57.5 µM] | Cn1c(N)c(C(=O)COC(=O)c2ccc([N+](=O)[O-])o2)c(=O)n(C)c1=O
-1% | CCOC(=O)C1=C(O)C(=O)NC(c2ccccc2)=C(OC2CCCCC2)C1
4% | CCC(C)(C)c1ccc(Oc2ccc(N)cc2)cc1
-3%[57.5 µM] | CSc1cccc(NC(=S)Nc2ccc(F)cc2)c1

(next part)
SMILES	ERK EGF inh
CCc1n[nH]c(=S)n1/N=C/c1ccc(N(C)c2ccccc2)cc1	2%
O=C(CN1CCN(c2ccc(O)cc2)CC1)Nc1ccc(SC(F)F)cc1	3%
C=CCOC(=O)C1=C(C)NC(=S)C(C#N)(CC=C)C1c1ccccc1Cl (configuration not stated)	-4%[57.5 µM]
Cn1c(NC(=O)/C=C/c2ccc(Cl)c(Cl)c2)cc(=O)n(C)c1=O	3%
COc1nn(-c2nc(-c3ccccc3)cc(C(F)(F)F)n2)cc1[N+](=O)[O-]	3%
COC(=O)C1=C(C)NC(=S)NC1c1ccc(-c2cc(Cl)ccc2Cl)o1 (configuration not stated)	-6%[57.5 µM]
O=C(NCc1ccccn1)c1ccc([N+](=O)[O-])cc1	2%
c1cncc(-c2nc(NCCCn3ccnc3)c3ccccc3n2)c1	-11%
CC1CCc2sc(C(=O)OCC(=O)NC(N)=O)cc2C1 (configuration not stated)	-5%[57.5 µM]
Cc1cc(C(=O)Nc2cccc(S(=O)(=O)N3CCCCC3)c2)c2ccccc2n1	-3%
Cc1[nH]nc(N)c1-c1ccccc1	-9%
Cc1csc(B(O)O)c1	10%
Cc1cc(OCC(=O)Nc2ccc(S(=O)(=O)NC3=NCCCCC3)cc2)c(C(C)C)cc1Cl	8%
COc1cc(C(=O)C(=O)c2cc(OC)c(O)c(OC)c2)cc(OC)c1O	1%[57.5 µM]
Cc1cc(C(F)F)nn1CC(=O)NCc1ccco1	0%
C=CCC(COCc1ccccc1)NS(=O)(=O)c1ccccc1Br (configuration not stated)	-15%[57.5 µM]
O=C(CC1NC(=S)NC1=O)c1ccc(Cl)cc1 (configuration not stated)	-8%[57.5 µM]
O=c1c2ccccc2nnn1CSc1ccc2ccccc2n1	6%
Cc1ccc(-n2c(=O)c3cc4c(=O)n(-c5ccc(C)c(C)c5)c(=O)c4c(C(=O)c4ccc(C(=O)O)cc4)c3c2=O)cc1C	7%[57.5 µM]
CCOC(=O)N1CCN(c2c(-c3ccc(C)c(C)c3)c(=O)c2=O)CC1	-1%
Cc1cccn2c(=O)c(/C=N/O)c(Nc3ccccc3F)nc12	3%[57.5 µM]
COc1c(/C=N/NS(=O)(=O)c2ccc(C)cc2)c(CCN(C)C(C)=O)cc2c1OCO2	0%[57.5 µM]
C[C@@H](C(=O)O)c1ccc(C(=O)c2ccccc2)s1	-1%[25.7 µM]
Cn1c(C(C)(O)C(O)c2ccccc2)nc2ccccc21 (configuration not stated)	4%
COc1ccc(/C=C/C(=O)O)cc1S(=O)(=O)Nc1ccc2c(c1)OCO2	7%[57.5 µM]

(more compounds)
smiles	ERK EGF inh
CCCNCc1cc(OC)c(OCCC)cc1Cl	4%
Cc1cc(=O)[nH]c(N/N=C/c2c(O)n(-c3ccccc3)c(=O)c3ccccc23)n1	-4%
CCOC(=O)c1c(-c2ccc(C)cc2)csc1NC1=NS(=O)(=O)c2ccccc21	-7%
O=C(NC1CCCC1)c1cccc(Cl)c1	2%
Cc1ccc(S(=O)(=O)Nc2cc(C(C(=O)OC(C)C)C(=O)C(F)(F)F)c(O)c3ccccc23)c(C)c1 (configuration not stated)	-3%
Cc1nc(NCc2ccccc2)c2nc(-c3ccccc3)n(CCCN(C)C)c2n1	-5%
COc1cccc(Nc2ncc3nc(-c4ccccc4)c(=O)n(C[C@H]4CCCO4)c3n2)c1	?
Cc1cc(NC(=O)c2c(Cl)cccc2Cl)no1	9%
C=C(C)CNC(=S)N/N=C/c1ccc([N+](=O)[O-])cc1	1%
COc1cccc(CNc2ccc([N+](=O)[O-])cc2Cl)c1O	-3%
Nc1nc2n(n1)C(c1cccc(Br)c1)CC(c1ccc(F)cc1)N2 (configuration not stated)	39%
COc1ccccc1S(=O)(=O)Cc1ccc(C(=O)NCC2CCCO2)o1 (configuration not stated)	-1%[57.5 µM]
CN(C)S(=O)(=O)c1ccc2c(c1)nc(CCC(=O)Nc1ccc3c(c1)OCO3)n2C	0%
COc1ccc2c(c1)C(=C(C#N)C#N)C(=O)N2CCc1ccccc1	12%[57.5 µM]
CCC(C)(C)NC(=O)CN(Cc1cccs1)C(=O)CNS(=O)(=O)c1ccc(F)cc1	1%
CCOc1ccc(C(=O)c2cc([N+](=O)[O-])ccc2N2CCOCC2)cc1	-1%
C=CCn1c(-c2ccc3ncccc3c2)n[nH]c1=S	-4%[57.5 µM]
COc1ccc(C(=O)NCCc2ccc(F)cc2)cc1OC	4%
O=C(NCc1ccc(Cl)cc1)c1ccccc1CCc1ccccc1	2%
CNC(=O)NC(=O)C(C)OC(=O)CCCc1nc2ccccc2s1 (configuration not stated)	-6%
COc1ccc(/C(C)=N/N2CCOCC2)c(O)c1	-2%[57.5 µM]
COC(=O)Cc1cc(OC)c(OC)cc1S(=O)(=O)N(C)C	-4%
CCC(NC(=O)COc1ccc([N+](=O)[O-])cc1)c1ccccc1 (configuration not stated)	-9%
COCC(=O)N1CCC2(CC1)CCN(C(=O)NC(C)C)CC2	0%
CN1CCN(c2ccccc2/C=N/NC(=O)c2cccnc2)CC1	0%[57.5 µM]
COc1ccc(NC(=S)Nc2ccc(S(N)(=O)=O)cc2)c(OC)c1	-3%
Cc1ccc(C(=O)NC2CCN(CC(=O)NCc3cccs3)CC2)cc1	0%
O=C(COC(=O)CC12CC3CC(CC(C3)C1)C2)Nc1cccnc1Cl	-1%
CCOP(=O)(OCC)c1nc(-c2cccc([N+](=O)[O-])c2)oc1N1CCCCC1	0%
CCOc1ccc(S(=O)(=O)NCc2ccc(Cl)cc2)c2cccnc12	5%
CCCCC(=O)Nc1ccccc1N1CCN(c2ccccc2)CC1	5%
COc1ccc(/C=N/Nc2cc(C)nc(N3CCOCC3)n2)cc1	-3%[57.5 µM]
Cc1nc2ccc(S(=O)(=O)Nc3cc(-c4nc5cccnc5s4)ccc3C)cc2s1	-8%
CC(C)CN(C(=O)COC(=O)c1ccccc1Sc1ccccc1C#N)C1CCS(=O)(=O)C1 (configuration not stated)	2%
CCOc1ccc(C2c3[nH]c4ccccc4c3CCN2CCCn2cccn2)cc1 (configuration not stated)	-9%[57.5 µM]
CCN(CC)C(=O)CSc1nc(-c2cccs2)cc(-c2cccs2)c1C#N	-5%
Cc1ccccc1CNC(=O)Cc1cccs1	0%[57.5 µM]
COc1ccc(-c2nnc(SCC(=O)N3CCN(c4ccccc4)CC3)o2)cc1OC	1%
CC(=O)CSc1nc(N(C)C)nc(N(C)C)n1	1%
COc1cc(NS(=O)(=O)c2ccc(Nc3nc(-c4cccc([N+](=O)[O-])c4)cs3)cc2)nc(OC)n1	-3%
Cc1c(CNC2CCC(C)CC2)c(C(=O)O)c(C)n1Cc1ccccc1 (configuration not stated)	12%
CCN(CC1CCCO1)C(=O)CCc1nnc(Cc2ccc3c(c2)OCO3)o1 (configuration not stated)	3%
Cc1ccccc1/C=N/Nc1ncnc2nc[nH]c12	3%[57.5 µM]
COc1ccc(S(=O)(=O)N2CCN(C(=O)Cc3cccs3)CC2)cc1	-4%
O=C(OCC(=O)N1CCc2ccccc2C1)c1cccnc1Cl	3%
Cc1ccccc1OCCc1c(C)[nH]c(=S)[nH]c1=O	2%
Cc1cc2oc3c(c(=O)c2cc1C)C(c1ccc(F)cc1)N(CCCN1CCOCC1)C3=O (configuration not stated)	8%
CCOc1ccc(NC(=O)CC2C(=O)N(c3ccccc3)C(=O)N2CCc2cccs2)cc1 (configuration not stated)	4%
O=C(NCc1ccc2c(c1)OCO2)Nc1cccc2ccccc12	-7%[57.5 µM]
O=C(Nc1ccc(N2CCOCC2)cc1)C1(c2ccc(Cl)cc2)CCC1	2%
c1ccc(Cn2cc(CSc3ccccc3)nn2)cc1	-6%[57.5 µM]
COc1ccc(CCn2c(C)nc3ccccc3c2=O)cc1OC	-12%
Cc1ncc(CN2CCC(CO)(CCOc3ccccc3)CC2)s1	-3%[57.5 µM]
OCC[C@@H]1C[C@@H](O)[C@H](O)[C@]2(CCCCO2)O1	2%
Cc1ccc(O)c(CNc2ccc(S(=O)(=O)Nc3nccs3)cc2)c1	4%[57.5 µM]
Cc1ccc(SCCC(=O)Nc2ccccc2C(=O)N2CCOCC2)cc1	9%

Next records.
smiles	ERK EGF inh
O=C(NCC1CCCN(Cc2ccc3nonc3c2)C1)c1ccc(F)cc1 (configuration not stated)	0%
O=C(CC(=O)Nc1ccc(Cl)c(Cl)c1)N/N=C/c1ccc(O)cc1	5%
COc1ccc(NC(=O)CC2C(=O)NCCN2C(=O)c2ccc(Cl)cc2)cc1 (configuration not stated)	2%[57.5 µM]
COc1ccc(CCNC(=O)CSc2ccc(Br)cc2)cc1OC	0%
CCN1CCN(C(=S)NCc2ccc(C)cc2)CC1	8%
O=C(O)CCc1nn2c3ccccc3n(CCO)c2nc1=O	-1%
COc1ccc(C2Nc3ccccc3C(=O)N2c2ccccc2)cc1CN1CCOCC1 (configuration not stated)	-1%
CC1CCCC(NC(=O)Cc2ccc(Br)cc2)C1C (configuration not stated)	3%
CCCCOC(=O)c1ccc(NC(=O)C(=O)NCCN(C)C)cc1	0%[57.5 µM]
N#Cc1ccc(/C=C/C(=O)c2ccc3c(c2)OCO3)cc1	-20%
Cc1ccc(C2CC(=O)C(C=NCCN3CCN(CC(=O)Nc4cc(C)cc(C)c4)CC3)=C(O)C2)cc1 (configuration not stated)	-2%[57.5 µM]
O=C(NC1CCCCC1)C(=S)N1CCCC1	-2%
CC(=O)Nc1ccc(/C=N/Nc2nc3ccccc3[nH]2)cc1	5%
CCCCCCCCCCCCC(C(=O)O)C(C)C(=O)O (configuration not stated)	5%
CC(C)(C)c1ccc(C2=NC(=O)C(CC(=O)O)S2)cc1 (configuration not stated)	-10%[57.5 µM]
Cc1cc(C)c2c(n1)nn1c(C)c(CCC(=O)NCc3ccco3)c(C)nc21	9%

Four records picked at random from the list so far, as already listed:
smiles	ERK EGF inh
O=C(NC1CCCCC1)C(=S)N1CCCC1	-2%
N#Cc1ccc(/C=C/C(=O)c2ccc3c(c2)OCO3)cc1	-20%
Cc1ccc(C2CC(=O)C(C=NCCN3CCN(CC(=O)Nc4cc(C)cc(C)c4)CC3)=C(O)C2)cc1 (configuration not stated)	-2%[57.5 µM]
CC(C)(C)c1ccc(C2=NC(=O)C(CC(=O)O)S2)cc1 (configuration not stated)	-10%[57.5 µM]

Some of these compounds in order of molar mass, smallest number first.
smiles	ERK EGF inh
O=C(NC1CCCCC1)C(=S)N1CCCC1	-2%
CCCCOC(=O)c1ccc(NC(=O)C(=O)NCCN(C)C)cc1	0%[57.5 µM]
Cc1ccc(C2CC(=O)C(C=NCCN3CCN(CC(=O)Nc4cc(C)cc(C)c4)CC3)=C(O)C2)cc1 (configuration not stated)	-2%[57.5 µM]

This is a subset; rates above refer to the full screens.
